aSyn rescue: alpha-synuclein toxicity inhibition in yeast. Yeast expressing alpha-synuclein, growth rescue, BacTiter-Glo, 24 h. Potency, µM (top dose mostly 46.1 µM), without a hit: top-dose growth rescue (activation), usual class: activators. 0.14% of 370,000 active. AID 652106; further: % of control where 0% means no effect; nearly all actives have a fitted effect of over 65% in size
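Rescue of yeast growth: cells expressing toxic alpha-synuclein, induced in galactose at OD600 0.02, incubated with compound 24 h at 30 C. ATP luminescence quantified growth; inhibitors of toxicity appear as activators.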
TDP43 rescue: TDP-43 toxicity inhibition in yeast; TDP-43 expressing yeast growth rescue, BacTiter-Glo, 24 h; Potency, µM (top dose mostly 46.1 µM), for the others: at the top dose growth rescue (activation), usual class: activators; 1.8% of 410,000 active; AID 652104; further: % of control where 0% means no effect; nearly all actives have a fitted effect of over 50% in size
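Growth rescue of TDP-43-toxic yeast measured as ATP luminescence (BacTiter-Glo). Cells grown to mid-log in raffinose, induced in galactose at OD600=0.02, exposed to compound 24 hr at 30 deg C.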
EPAC2 antagonist: antagonists of human EPAC2. Q8WZA2. AID 720708. 0.18% of 360,000 active. EPAC2 GEF exchange of Rap1B-BODIPY-GDP, fluorescence. Potency, µM (titrated, usually from 114 µM), without a hit: at the highest dose activity, negative = inhibition, most hits filed as inhibitors; further: on the % scale 0 is the no-effect control and ±100 the full control effect; nearly all actives have a fitted effect of over 45% in size; many of its hits are not listed in these tables
Target sequence (Q8WZA2 whole entry, looked up): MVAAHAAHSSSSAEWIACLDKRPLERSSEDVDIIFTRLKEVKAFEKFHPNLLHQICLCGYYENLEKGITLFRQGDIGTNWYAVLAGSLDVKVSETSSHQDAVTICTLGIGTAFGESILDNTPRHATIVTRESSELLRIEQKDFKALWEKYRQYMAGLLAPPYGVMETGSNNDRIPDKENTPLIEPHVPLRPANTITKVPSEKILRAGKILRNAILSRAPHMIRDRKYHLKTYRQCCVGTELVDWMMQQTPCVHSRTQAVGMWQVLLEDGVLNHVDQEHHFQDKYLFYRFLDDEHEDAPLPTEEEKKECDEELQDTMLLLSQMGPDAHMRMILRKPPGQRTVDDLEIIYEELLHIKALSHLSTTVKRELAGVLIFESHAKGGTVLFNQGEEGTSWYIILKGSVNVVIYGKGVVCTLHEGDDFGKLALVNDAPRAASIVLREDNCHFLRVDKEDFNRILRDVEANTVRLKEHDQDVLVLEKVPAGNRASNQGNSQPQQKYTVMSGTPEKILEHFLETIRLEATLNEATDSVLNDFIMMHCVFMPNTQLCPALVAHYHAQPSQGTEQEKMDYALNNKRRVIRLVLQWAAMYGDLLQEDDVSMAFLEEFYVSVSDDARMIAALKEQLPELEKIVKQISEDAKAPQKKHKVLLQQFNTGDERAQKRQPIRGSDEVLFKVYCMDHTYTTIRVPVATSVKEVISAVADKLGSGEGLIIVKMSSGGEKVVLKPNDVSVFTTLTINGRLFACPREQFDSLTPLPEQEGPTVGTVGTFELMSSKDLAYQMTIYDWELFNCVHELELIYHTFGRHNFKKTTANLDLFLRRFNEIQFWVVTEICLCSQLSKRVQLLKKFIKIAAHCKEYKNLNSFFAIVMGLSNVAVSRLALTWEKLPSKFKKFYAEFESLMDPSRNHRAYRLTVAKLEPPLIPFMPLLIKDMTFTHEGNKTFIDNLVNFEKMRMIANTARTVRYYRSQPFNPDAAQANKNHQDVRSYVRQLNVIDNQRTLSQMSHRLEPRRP
EPAC1 antagonist: blocks human EPAC1 exchange factor; AID 720709; EPAC1 GEF assay, Rap1b-BODIPY-GDP exchange fluorescence; Potency, µM (doses to about 115 µM), for the others: top-dose activity change, negative = inhibition, hits mostly inhibitors; 0.14% of 360,000 active; O95398;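 further: plate controls were vehicle for no effect and positive control for full effect; nearly all actives have a fitted effect of over 50% in size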
PTHR1 agonist: activates the human parathyroid hormone receptor PTHR1; HEK293 GP2 PTHR1 cells, GloSensor cAMP luminescence, 1 h; Potency, µM (highest dose often 115 µM), without a hit: top-dose activation, hits mostly activators; 0.075% of 410,000 active; AID 743266; further: nearly all actives have a fitted effect of over 55% in size; some results filed as inactive show a strong effect at the top dose; inactives centre near -15; many of its hits are not listed in these tables
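HEK-293-derived GP2 cells expressing PTHR1 and a GloSensor cAMP reporter, 3,000/well, plated overnight, given luciferin plus IBMX (each 0.5 mM as added) for 1 h at 37 °C, then compound for 1 h at 37 °C. Luminescence was read after 15 min at room temperature.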
EPAC1 ag: EPAC1 (human) agonism. O95398. EPAC1 agonist qHTS, biochemical assay; response scale: 100% = response to 6.5 mM cAMP. Potency, µM (titrated, usually from 154 µM), without a hit: top-dose activation, usual class: activators. 0.073% of 360,000 active. AID 720707; further: nearly all actives have a fitted effect of over 60% in size
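Multi-concentration qHTS readout: loss of Rap1B-bound BODIPY-GDP fluorescence driven by 100 nM EPAC1 with excess GDP (50 uM), monitored kinetically at room temperature; agonist response expressed relative to 6.5 mM cAMP.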
FUS yeast rescue: rescues growth of FUS-expressing yeast; Potency, µM (series often up to 76.6 µM), for inactives: top-dose growth rescue (activation), most hits filed as activators; AID 1347120; S. cerevisiae FUS-expressing, growth rescue, OD600, 24 h; 0.24% of 390,000 active;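 further: plate controls were DMSO vehicle for no effect and reference control for full effect; nearly all actives have a fitted effect of over 55% in size; some results filed as inactive show a strong effect at the top dose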
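Toxicity suppression screen in FUS-yeast. Cells induced with 2% galactose, starting OD 0.005, treated 24hr at 30C with compounds at multiple final concentrations; growth by OD600.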
EPAC2 ag: EPAC2 (human) agonism; 0.079% of 360,000 active; Potency, µM (highest dose often 154 µM), inactives show top-dose activation, hits mostly activators; Q8WZA2; EPAC2 activation, biochemical qHTS; response scale: 100% = 6.5 mM cAMP response; AID 720711; further: nearly all actives have a fitted effect of over 50% in size
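Nucleotide exchange monitored as fluorescence drop when BODIPY-GDP leaves Rap1B. Reaction: 100 nM EPAC2, 250 nM RAP1B-BODIPY-GDP, 50 uM GDP, room temperature, kinetic read over 30 min. Activity expressed relative to 6.5 mM cAMP.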
Active calls of the source: *; i = inactive; ? = inconclusive; · = not tested or not shown; [ ] = remark or other dose. The call rests on the fitted dose curve; in most records, active means well fitted curve in the direction sought with a large enough effect; inconclusive means small, poorly fitted or top-dose-only effect, or another doubt; inactive means no such curve, though single readings can be large; an effect the other way counts as inactive or inconclusive. Potency means the concentration at half of the fitted maximal effect. The list is partial (hit frequency here may not be typical).

entry | compound | aSyn rescue | TDP43 rescue | EPAC2 antagonist | EPAC1 antagonist
1 | Cc1ccc(C)c(S(=O)(=O)N2CCN(CC(=O)Nc3ccc4c(c3)OCCO4)CC2)c1 | · | ? | -9.9% | -11.6%
2 | CC(=O)Oc1c(S(=O)(=O)c2ccc(C)cc2)c(C)nn1-c1ccccc1 | -1.7% | 1.8% | -17.0% | -2.5%
3 | COC(=O)[C@@]1(C(C)C)N=C(c2cc(OC)c(OC)c(OC)c2)[C@]2(O1)C(=O)Nc1ccccc12 | 6.2% | 20.9% | 0.3% | 0.3%
4 | Cc1cccc(N=Nc2c(O)[nH]c3ccc(F)cc23)c1 | -7.1% | ? | 42.7%[activator] | 14.2%
5 | CSc1ccccc1NC(=S)Nc1cc(C)cc(C)c1 | -1.8% | 22.4% | -0.5% | -8.4%
6 | COc1ccc(N(CC(=O)Nc2cccc(N(C)S(C)(=O)=O)c2)S(C)(=O)=O)cc1OC | 2.7% | -2.4% | 0.1% | -2.4%
7 | O=C(Nc1nc(-c2cccnc2)cs1)c1ccc(S(=O)(=O)N2CCOCC2)cc1 | 0.4% | -23.8% | 10.7% | 15.9%
8 | COc1ccccc1CNC(=S)NC1CCCCC1 | 14.7% | -6.7% | -12.1% | ?
9 | Cn1ncc(Br)c1C(=O)Nc1ccc(Br)cn1 | -1.0% | 18.8% | -3.0% | 3.4%
10 | O=C(CN1C(=O)CSc2ccc(S(=O)(=O)N3CCOCC3)cc21)NCc1c(F)cccc1Cl | -6.8% | 5.7% | -5.7% | 10.7%

entry | PTHR1 agonist | EPAC1 ag | FUS yeast rescue | EPAC2 ag
1 | -18.5% | 12.8% | 18.7% | 4.3%
2 | -0.9% | 2.6% | -9.0% | -3.3%
3 | 21.7% | -3.9% | 12.3% | -5.1%
4 | i | -17.7% | 3.7% | -14.6%
5 | -35.6%[inhibitor] | 5.6% | 9.4% | -8.6%
6 | -7.6%[57.5 µM] | 8.2% | -1.9% | 9.8%
7 | -6.1%[57.5 µM] | -1.8% | 21.0% | 2.0%
8 | -46.5%[inhibitor] | -3.9% | 25.9% | 10.8%
9 | -21.8% | 6.3% | -4.5% | 3.1%
10 | -18.2% | 2.2% | 11.7% | 16.3%

Continued:
entry | compound | aSyn rescue | TDP43 rescue | EPAC2 antagonist | EPAC1 antagonist
11 | [O-][n+]1c2c(nn1-c1ccccc1Cl)-c1nonc1CC2 | 1.2% | -2.9% | -3.1% | 2.4%
12 | CCCc1c(C(=O)N/N=C/c2cccs2)nnn1-c1nonc1N | -3.6% | 2.6% | 6.4% | 3.5%
13 | COC(C[C@@H]1O[C@@H]1[C@H](O)[C@@H](C)OCc1ccccc1)OC | -4.2% | 11.6% | 10.2% | -0.4%
14 | CCC(C)(C)n1nnnc1C(c1ccc(F)cc1)N1CCC(C(N)=O)CC1 (stereo not drawn) | -3.5% | -23.5% | 27.2% | 8.2%
15 | Cc1ccc(S(=O)(=O)N2CCOCC2)cc1C(=O)Nc1ccncc1 | -9.9% | -5.1% | 0.9% | -1.7%
16 | Cn1c(=O)c2c(nc(N/N=C/c3ccc(OC(=O)c4ccco4)cc3)n2Cc2ccccc2Cl)n(C)c1=O | 1.9% | -26.5% | 0.8% | -14.6%
17 | COC(Cc1ccccc1N1CCCC1=O)OC | -4.8% | 15.7% | -5.2% | -0.6%
18 | CC12CCC(C(=O)N(c3ccccn3)c3ccccn3)(OC1=O)C2(C)C (stereo not drawn) | -23.3% | -8.0% | 6.1% | 5.4%
19 | Cc1cc(N)cc(C)c1-c1c(Br)cc(N)cc1Br | 12.1% | 19.9% | -29.5% | 1.3%
20 | Cc1cccc(NC(=O)CSc2nc3ccccc3nc2N2CCCCC2)c1 | 14.5% | 11.9% | -17.1% | ?

entry | PTHR1 agonist | EPAC1 ag | FUS yeast rescue | EPAC2 ag
11 | i | 4.0% | 7.3% | -0.6%
12 | -9.8% | -2.4% | 16.4% | -9.5%
13 | i | -14.1% | -27.2% | 2.1%
14 | -45.5%[inhibitor] | -11.1% | -2.4% | -16.1%
15 | i | 6.0% | -3.4% | 7.1%
16 | -24.8% | -9.7% | 1.7% | 1.8%
17 | i | 8.1% | -18.8% | 4.4%
18 | i | -0.3% | -9.4% | 8.2%
19 | i | 8.7% | · | 4.2%
20 | -18.4% | -9.8% | 21.9% | 6.8%

Compound profiles (already shown):
`Cc1cc(N)cc(C)c1-c1c(Br)cc(N)cc1Br` is entered as aSyn rescue = 12.1%; TDP43 rescue = 19.9%; EPAC2 antagonist = -29.5%; EPAC1 antagonist = 1.3%; PTHR1 agonist = i; EPAC1 ag = 8.7%; FUS yeast rescue = ·; EPAC2 ag = 4.2%
`COC(Cc1ccccc1N1CCCC1=O)OC` is entered as aSyn rescue = -4.8%; TDP43 rescue = 15.7%; EPAC2 antagonist = -5.2%; EPAC1 antagonist = -0.6%; PTHR1 agonist = i; EPAC1 ag = 8.1%; FUS yeast rescue = -18.8%; EPAC2 ag = 4.4%
`Cc1cccc(NC(=O)CSc2nc3ccccc3nc2N2CCCCC2)c1` is entered as aSyn rescue = 14.5%; TDP43 rescue = 11.9%; EPAC2 antagonist = -17.1%; EPAC1 antagonist = ?; PTHR1 agonist = -18.4%; EPAC1 ag = -9.8%; FUS yeast rescue = 21.9%; EPAC2 ag = 6.8%

The listing continues:
entry | compound | aSyn rescue | TDP43 rescue | EPAC2 antagonist | EPAC1 antagonist
21 | COc1ccc(NC(=O)O/N=C/c2ccccc2)cc1 | -9.0% | 29.7% | -7.9% | 1.6%
22 | O=C(CSc1cn(CC(=O)N2CCOCC2)c2ccccc12)N1CCOCC1 | -0.1% | 5.3% | 2.4% | 9.4%
23 | COc1ccccc1N1C(=O)c2ccc(C(=O)Nc3nccs3)cc2C1=O | 0.1% | 21.5% | 2.1% | -5.0%
24 | CCOc1ccc2[nH]c3c(=O)n(CCc4ccc(OC)cc4)cnc3c2c1 | -0.1% | -3.9% | 7.6% | -12.3%

entry | PTHR1 agonist | EPAC1 ag | FUS yeast rescue | EPAC2 ag
21 | -25.1% | 8.0% | -11.0% | 2.0%
22 | -8.9% | -3.2% | -8.8% | 1.6%
23 | i | 1.6% | -1.3% | 9.4%
24 | i | -0.8% | 14.6% | -2.0%

Bioassay records from PubChem.
